IL1B NFkB inh – blocks IL-1B driven NFkB nuclear translocation in HUVEC cells; HUVEC IL-1B NFkB p65 nuclear translocation imaging; inhibition, % at 2 µM; 94,000 tested, 0.43% active;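 active = inhibition above about 30% together with a positive call from visual inspection of the well image, limit read from the data; inconclusive = inhibition above a set limit but visual check negative; inactive = inhibition not above a set limit, visual check negative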;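 also: nuclear over cytoplasmic p65 intensity ratio measured by imaging; 0% = IL-1B stimulated DMSO wells and 100% = unstimulated DMSO wells; values of inactives mirror those of a sister screen read the other way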
MRP reversal – compounds reversing MRP-mediated drug resistance | H69AR cells + 2 uM doxorubicin, CellTiter-Glo, 72 h | differential viability (reversal), % at 10 µM | 85,000 tested, 0.04% active;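 active = viability drop by adding the cancer drug above about 55%, with treated viability meeting a 40% cutoff, limit read from the data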;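 also: viability without doxorubicin minus viability with 2 µM doxorubicin for each compound; larger differential means the compound sensitizes cells more to doxorubicin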
Bcl-B displacement – displacers of TR3 peptide from Bcl-B, primary screen, selectivity assay for Bfl-1 inhibitor project, biochemical, fluorescence polarization. FP displacement of FITC-TR3 peptide from Bcl-B; higher % means a stronger effect. AID 748. one-dose displacement, % at 20 µM; IC50 in µM for titrated hits. 96,000 tested, 0.11% active;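 active = displacement above 50% at 20 µM plus a fluorescence interference ratio under 1.5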;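 also: plate controls were wells without compound for no effect and wells lacking Bcl-B protein for full effect; a part of the inactive calls stands beside numbers as strong as those of hits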
PLAP inhibitors HTS – inhibition of human placental alkaline phosphatase – biochemical, luminescence, HTS (AID 690); purified PLAP, luminescent substrate; higher % means a stronger effect; inhibition, % at 20 µM; hits with a dose series show IC50 in µM; 96,000 tested, 0.08% active; in the data active = a potency from the dose series; inactive = the rest, 99 in 100 with inhibition below about 30%; also: strong numbers were not always called active
IL1B NFkB pot – enhances IL-1B driven NFkB nuclear translocation; HUVEC IL-1B NFkB p65 nuclear translocation imaging; activation, % at 2 µM; 94,000 tested, 0.3% active; AID 819;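 active = activation above 40%, about the mean plus 3 SD, also judged a hit on visual image review; inconclusive = activation above 40% but not a hit on visual review; inactive = activation not above 40% and no visual hit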;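 also: percent activation is computed from the nuclear over cytoplasmic p65 intensity ratio; values of inactives mirror those of a sister screen read the other way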
MRP reversal cytotoxicity – also measured in MRP reversal; calls as there; viability, %; H69AR cells, CellTiter-Glo, 72 h; measured here: cytotoxicity without doxorubicin
MRP reversal with doxorubicin – recorded beside MRP reversal, whose call it bears; viability, %; measured here: viability with 2 uM doxorubicin; active compounds read low
IL1B NFkB inh cell count 2 µM – recorded beside IL1B NFkB inh, whose call it bears; cell count; measured here: cells passing quality filter;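 raw number of nuclei counted in each imaged well without normalization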
IL1B NFkB pot cell count 2 µM – recorded beside IL1B NFkB pot, whose call it bears; cell count; measured here: cells passing quality filter
The depositor's hits bear a star; u = inconclusive; x = not tested or not shown. These rows are one share of the data. The share of hits here may be higher or lower than overall.

SMILES | IL1B NFkB inh | IL1B NFkB inh cell count 2 µM | MRP reversal | MRP reversal cytotoxicity | MRP reversal with doxorubicin | Bcl-B displacement | PLAP inhibitors HTS | IL1B NFkB pot | IL1B NFkB pot cell count 2 µM
COc1cccc(N2CCN(C(=O)C3CCCN(S(=O)(=O)c4cnc[nH]4)C3)CC2)c1 (stereo unspecified) | 4 | 156 | 15 | 99 | 85 | -1% | -66% | -4 | 156
COc1ccc2c(c1)C(C)=CC(C)(C)N2C(=O)C(C)N1C(=O)c2ccccc2C1=O (stereo unspecified) | -30 | 153 | -10 | 73 | 83 | x | x | 30 | 153
COc1cccc(CN2C(=O)CCC2(C)C(=O)NC2CCCC2)c1 (stereo unspecified) | x | x | 19 | 103 | 85 | -1% | -62% | x | x
CCOc1ccc(NC(=O)c2ccccc2NC(=O)CN2CCN(C(C)=O)CC2)cc1 | 10 | 89 | 1 | 104 | 104 | 2% | x | -10 | 89
Cc1cc(Nc2cccc(C(F)(F)F)c2)n2nc(C)nc2n1 | x | x | -9 | 75 | 84 | 2% | 15% | x | x
CCc1ccc(Nc2oc(C)cc(=O)c2C(C)=O)cc1 | -8 | 102 | 3 | 95 | 92 | -8% | -5% | 8 | 102
COc1ccccc1CNCc1cccs1 | x | x | -15 | 87 | 103 | 3% | -1% | x | x
Cc1cc(C)c2cc(CN(CC3CCCO3)S(=O)(=O)c3ccc4c(c3)OCCO4)c(=O)[nH]c2c1 (stereo unspecified) | -16 | 154 | -11 | 62 | 73 | 6% | -57% | 16 | 154
CC1(C)Cc2c(sc(NC(=O)c3ccc(Br)o3)c2C#N)CO1 | 5 | 147 | 3 | 91 | 87 | -4% | -40% | -5 | 147
O=C(NCCc1csc(-c2ccccc2)n1)c1cccs1 | -11 | 131 | -1 | 90 | 90 | -2% | 6% | 11 | 131
O=C(Cc1ccccc1)Nc1ccc(N2CCCC2)cc1 | 1 | 160 | -1 | 106 | 106 | 31µM* | -47% | -1 | 160
C/C(=N/NC(=O)c1cn(-c2cccc(C)n2)cn1)c1ccc(C)cc1 | 6 | 128 | x | x | x | 0% | -12% | -6 | 128
CCCS(=O)(=O)c1nc(S(=O)(=O)c2ccc(C)cc2)c(NCCN2CCOCC2)s1 | -15 | 187 | -7 | 99 | 106 | -9% | -24% | 15 | 187
Cc1ccc(C(C(=O)NC2CCCC2)N(C(=O)c2csnn2)C2CCCC2)o1 (stereo unspecified) | 12 | 163 | 15 | 96 | 81 | -6% | -74% | -12 | 163
CCn1cc(C(=O)O)c(=O)c2cnc(N3CCN(C(=O)Nc4cccc5ccccc45)CC3)nc21 | x | x | 16 | 57 | 41 | 1% | 2% | x | x
COc1ccc(C(C)=O)cc1CN(C)C | -3 | 142 | 13 | 103 | 90 | -6% | 3% | 3 | 142
CCOCCc1nnc(NC(=O)c2cccs2)s1 | -20 | 143 | 5 | 95 | 89 | -4% | 15% | 20 | 143
CSc1nsc(SC)c1C(=O)N1CCN(S(=O)(=O)c2ccc(C)cc2)C1C (stereo unspecified) | 6 | 135 | 7 | 73 | 66 | 0% | -2% | -6 | 135
CC1CCCCN1Cc1nc2c(c(=O)n(C)c(=O)n2C)n1CCc1ccccc1 (stereo unspecified) | -6 | 81 | -9 | 73 | 82 | -2% | -11% | 6 | 81
CC(=O)Nc1ccc(OCC(O)CN2CCN(c3ccc(Cl)cc3)CC2)cc1 (stereo unspecified) | -1 | 111 | 19 | 100 | 82 | x | x | 1 | 111
O=S(=O)(NCc1ccncc1)c1ccc(Br)s1 | x | x | 11 | 98 | 87 | 0% | 3% | x | x
Cc1c(Cl)cccc1NC(=O)NC1CCCCC1 | -16 | 135 | 5 | 99 | 94 | -5% | 54% | 16 | 135
CCOC(=O)c1cc2sccc2n1CC(=O)Nc1ccc2c(c1)OCCO2 | -5 | 146 | -24 | 38 | 62 | -6% | 5% | 5 | 146
Fc1ccccc1CSc1nnnn1-c1ccc2c(c1)OCO2 | 9 | 146 | 1 | 78 | 77 | -3% | 14% | -9 | 146
COc1ccc(-c2nnc(SCC(=O)N3CCOCC3)o2)cc1OC | x | x | -6 | 91 | 97 | -5% | -14% | x | x
Cc1ccc(C(C(=O)NCc2ccccc2)N(C(=O)c2csnn2)c2cccc3ccccc23)o1 (stereo unspecified) | -24 | 155 | -18 | 62 | 80 | -6% | -41% | 24 | 155
CSc1nnc2n(C3CCCCC3)c(=O)c3c4c(sc3n12)CCCC4 | x | x | 8 | 85 | 76 | 7% | 7% | x | x
O=c1[nH]c2c(n(C3CCCCC3)c1=O)CCC2 | -30 | 168 | -1 | 98 | 99 | -12% | 8% | 30 | 168
CSC1=NCCN1C(=O)c1ccc(S(=O)(=O)N2CCCCC2)cc1 | x | x | 0 | 94 | 94 | -3% | 1% | x | x
COC(=O)c1[nH]c2cc(OC)ccc2c1NC(=O)CCN1CCCCC1 | -16 | 91 | -19 | 77 | 96 | 35% | -62% | 16 | 91
CC(C)(C)SCCNS(=O)(=O)c1ccc2ccccc2c1 | 5 | 173 | 15 | 108 | 93 | 5% | 51% | -5 | 173
C/C(=N\NC(=O)c1ccc(Br)cc1)c1ccccc1 | -10 | 145 | x | x | x | 0% | 15% | 10 | 145
COc1ccc2[nH]c3c(c2c1)CCn1c-3nc2ccccc2c1=O | x | x | -4 | 81 | 85 | 2% | 0% | x | x
CC1c2nc3ccccc3n2C(CC(=O)NCc2ccccn2)C(=O)N1Cc1ccccc1 (stereo unspecified) | x | x | x | x | x | -9% | -44% | x | x
Cc1nn(Cc2ccc(Cl)cc2)c(=O)n1N(C)c1ncc(C(F)(F)F)cc1Cl | -20 | 203 | 5 | 85 | 80 | -58% | -71% | 20 | 203
O=C(COc1ccc(Cl)cc1)NCc1nnc(SCC(=O)NC2CCCCC2)o1 | -8 | 93 | 18 | 111 | 93 | 10% | 7% | 7 | 93
Cn1nc(C(=O)Nc2cccnc2)c2ccccc2c1=O | -9 | 161 | 17 | 88 | 70 | 7% | 9% | 9 | 161
CCCCSc1nc2c(c(=O)[nH]1)CCC2 | 5 | 99 | -7 | 99 | 105 | 3% | -7% | -5 | 99
CCOC(=O)c1nnn(-c2nonc2N)c1CNc1ccc(C)c(Br)c1 | x | x | 8 | 89 | 81 | -6% | 8% | x | x
CCOc1ccc(C(=O)NC(=S)Nc2ccccc2N2CCC(C)CC2)cc1[N+](=O)[O-] | -15 | 142 | x | x | x | -6% | -13% | 15 | 142
Cc1ccc2c(CC(=O)Nc3c(C)n(C)n(-c4ccccc4)c3=O)coc2c1 | -2 | 57 | 14 | 101 | 87 | 1% | 13% | 2 | 57
O=C(COc1ccc(Br)cc1)N1CCC(c2ccccc2)C1 (stereo unspecified) | -51 | 81 | 13 | 93 | 80 | -4% | -26% | u | x
Cc1c(NC(=O)C(C#N)=C2CCCCC2)c(=O)n(-c2ccccc2)n1C | -21 | 144 | -43 | 53 | 96 | -2% | -2% | 21 | 144
c1ccc(OCc2nc(-c3cccs3)no2)cc1 | -4 | 55 | 4 | 100 | 96 | -6% | 29% | 3 | 55
COc1ccc(OC)c(S(=O)(=O)NC2CCN(Cc3ccccc3)CC2)c1 | -6 | 151 | 2 | 76 | 74 | 18% | 12% | 6 | 151
O=C(CSc1nnc(-c2cccs2)n1-c1ccccc1)c1ccc2c(c1)OCCO2 | x | x | -17 | 17 | 34 | -21% | -3% | x | x
COc1cc(OC)c(-n2c(C)cc(C=O)c2C)cc1Cl | -14 | 198 | 21 | 104 | 83 | 3% | -1% | 14 | 198
CCC1Oc2ccc(C)cc2N(CC(=O)NCCCN2CCCCC2CC)C1=O (stereo unspecified) | 7 | 114 | -10 | 73 | 83 | -6% | -9% | -7 | 114
Cc1ccc(N(C)S(=O)(=O)c2ccc(C)cc2)cc1 | -12 | 166 | 13 | 101 | 88 | 13% | 28% | 12 | 166
O=C(Nc1c(C(=O)N2CCCCC2)cnn1-c1ccccc1)c1ccco1 | -8 | 122 | -4 | 100 | 104 | -6% | -1% | 7 | 122
CCc1cc2c(=O)c(-c3nc4ccccc4n3C)c(COCC(=O)O)oc2cc1OC(=O)C(C)(C)C | 0 | 119 | -8 | 86 | 94 | -17% | -51% | 0 | 119
CCC1Oc2ccc(C)cc2N(CC(=O)NCCCN2CCN(Cc3ccccc3)CC2)C1=O (stereo unspecified) | x | x | 5 | 77 | 72 | -6% | -65% | x | x
O=S(=O)(NCc1cccnc1)c1ccc(Cl)nc1 | -4 | 135 | x | x | x | 5% | 1% | 4 | 135
Cc1cc(C)nc(SCC(=O)Nc2ccc(S(=O)(=O)NC(C)(C)C)cc2)n1 | -16 | 161 | 20 | 96 | 77 | -9% | -63% | 16 | 161
COc1ccc(CN(C)C(c2ccccc2)c2nnnn2-c2ccccc2C)c(OC)c1C (stereo unspecified) | -16 | 157 | x | x | x | -5% | -25% | 16 | 157
Cc1cc(NC(=O)CN2CCN(c3ccccc3O)CC2)no1 | 5 | 148 | x | x | x | -10% | -34% | -5 | 148
CCOC(=O)c1[nH]cnc1C(=O)NC(C)C | 6 | 124 | -6 | 95 | 101 | x | x | -6 | 124
Clc1ccc(-c2nnc(-c3ccccc3)c(N3CCSCC3)n2)cc1 | 1 | 138 | x | x | x | -2% | -1% | -1 | 138
COc1ccc(C(c2nnnn2C2CCCC2)N2CCc3ccccc3C2)cc1OC (stereo unspecified) | -23 | 131 | 10 | 81 | 71 | 0% | -70% | 23 | 131
